# Screens from PubChem BioAssay.
# ROC1-CUL1 inh = blocks human RBX1-Cullin-1 di-ubiquitin formation; P62877+Q13616; in vitro K48 di-Ub FRET, acceptor:donor ratio, 45 min; inhibition, % at 10 µM; 140,000 compounds, 0.6% hits; AID 1347404; in the data active = inhibition above about 25%
# Target sequence (P62877 whole entry, looked up): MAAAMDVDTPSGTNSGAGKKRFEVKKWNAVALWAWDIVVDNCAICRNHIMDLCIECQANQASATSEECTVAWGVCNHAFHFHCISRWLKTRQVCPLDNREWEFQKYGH
# Target sequence (Q13616 whole entry, looked up): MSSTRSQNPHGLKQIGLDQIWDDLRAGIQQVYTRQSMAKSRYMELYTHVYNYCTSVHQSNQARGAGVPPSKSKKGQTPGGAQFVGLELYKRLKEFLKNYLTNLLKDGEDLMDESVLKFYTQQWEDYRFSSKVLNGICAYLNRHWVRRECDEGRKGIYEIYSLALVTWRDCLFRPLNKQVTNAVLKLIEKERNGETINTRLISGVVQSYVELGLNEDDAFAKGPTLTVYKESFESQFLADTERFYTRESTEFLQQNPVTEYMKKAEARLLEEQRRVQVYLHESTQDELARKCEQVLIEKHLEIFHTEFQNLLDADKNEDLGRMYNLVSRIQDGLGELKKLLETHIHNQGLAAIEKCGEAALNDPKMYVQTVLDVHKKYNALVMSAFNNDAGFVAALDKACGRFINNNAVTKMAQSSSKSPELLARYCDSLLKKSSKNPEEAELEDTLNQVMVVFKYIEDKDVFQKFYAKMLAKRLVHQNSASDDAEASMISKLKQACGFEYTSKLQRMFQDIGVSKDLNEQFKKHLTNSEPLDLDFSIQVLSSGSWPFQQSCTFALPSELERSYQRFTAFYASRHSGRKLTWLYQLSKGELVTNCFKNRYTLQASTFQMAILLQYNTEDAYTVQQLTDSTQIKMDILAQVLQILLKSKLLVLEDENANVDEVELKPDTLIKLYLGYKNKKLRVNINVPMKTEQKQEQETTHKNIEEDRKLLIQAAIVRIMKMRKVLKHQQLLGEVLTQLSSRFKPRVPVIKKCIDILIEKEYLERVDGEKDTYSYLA
# An asterisk follows results filed as active. The list is partial. The share of hits here may be higher or lower than overall.
ROC1-CUL1 inh	smiles
-6	CCOC(=O)COc1ccc([N+](=O)[O-])cc1-c1ccnc2cc(-c3ccc(Cl)cc3)nn12
-7	CC(=O)c1cccc(-n2c(=O)c3c4c(sc3n(CC(=O)Nc3ccccc3F)c2=O)CN(C(C)=O)CC4)c1
4	COc1cc(CNC(C)C)ccc1OCc1ccc(F)cc1
-9	Cc1ccc[n+](CC(=O)N2CCCCC2)c1C
-2	CCC1CCCCN1C(=O)CSc1n[nH]c(-c2ccccc2Cl)n1 (configuration not stated)
2	COc1ccc(/C(C)=N\NS(C)(=O)=O)c(OC)c1
-2	O=C(CSc1nc2c([nH]c3ccccc32)c(=O)n1-c1ccc(Cl)cc1)N1CCCCCC1
0	COc1ccc(CC(=O)NCCc2csc(-c3ccc(Cl)cc3)n2)cc1
1	COc1ccc(/C=N/NC(=O)c2ccc([N+](=O)[O-])cc2)c2ccccc12
6	CCOC(=O)C1=C(c2ccccc2)N=c2s/c(=C\c3cc(C)n(-c4ccc(C(=O)OC)cc4)c3C)c(=O)n2C1c1cccs1 (configuration not stated)
1	Cc1nc2sc(C(=O)N(C)Cc3ccccc3)c(NC(=O)c3ccccc3)c2c(C)c1Cl
5	C[C@@]1(OC(=O)c2ccccc2)CCCC[C@H]1OC(=O)c1ccccc1
0	O=C(Cn1cnc([N+](=O)[O-])n1)Nc1ccc(OC(F)(F)F)cc1
1	CCCCN(C)C(=O)c1nc2ccccn2c1CN1CCSCC1
1	Cc1ccc(OC(=O)c2ccccc2Br)c(C)c1
6	CN(C(=O)Cn1c(=O)n(Cc2ccc(C(=O)NCc3ccc4c(c3)OCO4)cc2)c(=O)c2ccccc21)c1ccccc1
7	O=C(c1cc(COc2ccc(F)cc2Cl)on1)N1CCCO1
-2	Cc1cc(OCC(=O)Oc2ccc(Cl)cc2)ccc1Br
2	COc1ccc(CNC(=O)Cn2ccc3cc(S(=O)(=O)N4CCCCC4)ccc32)cc1OC
5	Cc1ccccc1-n1nnc(-c2nnc(-c3ccccc3)o2)c1C
-1	COc1ccc(-c2nc(CCNC(=O)Cc3ccc(F)cc3)cs2)cc1
8	COc1ccccc1-c1cc(-c2cccs2)nc2sc3c(c12)NC(=O)CC3=O
0	CCOc1ccc(C(=O)Nc2ccc(N3CCN(C(C)=O)CC3)c(Cl)c2)cc1
4	Cc1ccc(CNC(=O)N2CCN(c3ccc(C)cc3)CC2)cc1
1	Cc1cccnc1CN1CCN(Cc2cnc(S(C)(=O)=O)n2CC(C)C)CC1
8	COc1ccc(N=c2ssc3c2-c2cc(OC)ccc2NC3(C)C)c(OC)c1
7	Nc1ccc(C(=O)CC2(O)C(=O)Nc3c(Cl)cc(Cl)cc32)cc1 (configuration not stated)
-6	NC(=O)Cc1ccc2sc(-c3ccccc3)nc2c1
15	O=C(/C=C/c1ccc(F)cc1)c1cccc(O)c1
3	CCCCNc1sc(S(=O)(=O)CC)nc1S(=O)(=O)c1ccc(C)cc1
4	O=C1CC(C2NC(=O)c3c(sc4c3CCCC4)N2)=NC(=O)N1 (configuration not stated)
4	CCOc1ccc(CCNCc2c(C(=O)O)n(Cc3ccc(C)cc3)c3cc(OC)ccc23)cc1
1	COc1ccc(N2C(=O)/C(=C/c3cc(C)n(-c4ccc(Oc5ccc([N+](=O)[O-])cn5)cc4)c3C)C(=O)NC2=S)c(OC)c1
-2	COCCN1C(=O)CC(CC(=O)N(C)C(C)c2ccc(OC)cc2)(c2ccccc2OC)C1=O (configuration not stated)
-1	O=c1[nH]nc(-c2ccc(-c3ccccc3)cc2)c2ccccc12
-4	O=C(O)c1cc2nc3c(c(C(F)(F)F)n2n1)CCc1ccccc1-3
-4	O=C(N/N=C/c1ccsc1)c1cc(-c2ccncc2)nc2ccccc12
7	CC(Oc1ccc(Cl)cc1Cl)C(=O)NC(=S)N1CCc2ccccc21 (configuration not stated)
-2	CC(=O)Nc1ccc(C)c(NC(=O)c2ccc(C(C)(C)C)cc2)c1
7	Cc1cc2c(cc1S(=O)(=O)NCc1ccccc1)OCC(=O)N2
4	COc1ccc(Cl)cc1NC(=O)CCc1c(C)nc2c(c1C)c(=O)n(C)c(=O)n2C
1	CNS(=O)(=O)c1cn(CC(=O)Nc2ccc(OC)c(Cl)c2)cc1S(=O)(=O)NC
-2	COc1cc2nc(SCc3ccc(C)cc3)n3nc(CCn4nc(C)cc4C)nc3c2cc1OC
-14	O=C1C(=O)N(CCN2CCOCC2)C(c2ccc(Cl)cc2)C1C(=O)c1ccccc1 (configuration not stated)
1	O=C(Oc1ccc(F)cc1C(=O)/C=C/c1ccc(Cl)cc1)c1ccco1
-9	O=C(NCc1cccc(F)c1)c1ccc2nc(CCc3ccccc3)oc2c1
1	Cc1ccc(C)c(NC(=O)CSc2ncc3c(n2)-c2ccc(Cl)cc2N(C)S3(=O)=O)c1
5	Cc1ccc(S(=O)(=O)n2nc(C)c(S(=O)(=O)N3CCCCCC3)c2C)cc1C
-2	Cc1cc(Cl)ccc1NC(=O)CSc1nnc(COc2ccccc2)n1N
3	CCOC(=O)c1ccc(N=C2S/C(=C\c3cc(Cl)c(O)c(OC)c3)C(=O)N2C)cc1
26*	Cc1cccc(-n2c(C)c(C)n3c4c(=O)n(C)c(=O)n(C)c4nc23)c1
8	Nc1sccc1C(=O)c1ccccc1
-10	CCNC(=O)CC1C(=O)N(c2ccccc2)C(=O)N1Cc1ccc(F)cc1 (configuration not stated)
0	CCOc1ccc(C2C(C(N)=O)C(C)=Nc3nc(SCc4ccccc4F)nn32)cc1 (configuration not stated)
2	COC1CCCN(C(=O)c2cc(Cl)ccc2OC2CCN(C3CCCC3)CC2)C1 (configuration not stated)
8	Cc1ccc(NC(=O)C(C(=O)c2ccccc2)C(=O)c2ccccc2)cc1
-6	Cc1nc(N2CCCC(C(=O)NCC3CCCCC3)C2)nc2cc(S(C)(=O)=O)ccc12 (configuration not stated)
-3	CCCCn1c(SCC(=O)c2ccc(Cl)cc2)nc2sc3c(c2c1=O)CCC3
4	COCC(=O)Nc1cc(C(=O)N2CCCCC2c2nccs2)cc2nc(-c3cccnc3)n(C)c12 (configuration not stated)
-5	COc1cccc(CCNC(=O)Cn2c(-c3cccs3)cc3ccccc32)c1

# Later entries
ROC1-CUL1 inh	smiles
-2	COc1ccc([C@H]2Oc3ccccc3C[C@H]2O)cc1
-2	CCc1ccc2oc(-c3ccc(N)cc3O)nc2c1
-3	Nc1c(C(=O)Nc2cccc(C(F)(F)F)c2)sc2nc(-c3ccc4c(c3)OCO4)ccc12
8	O=C(Nc1ccncc1)c1sc2cccc(F)c2c1Cl
-4	Nc1nc2ccc(Oc3ccc4nc(N)sc4c3)cc2s1
1	COc1ccc(-n2nnc(C(=O)NCC3CCCO3)c2C)cc1 (configuration not stated)
3	CCOC(=O)C1CCCN(C(=O)c2cc(-c3ccc(C)cc3)on2)C1 (configuration not stated)
0	COc1ccc(OC)c(NC(=O)[C@H](CSCc2ccccc2)N2Cc3ccccc3C2=O)c1
2	C=CCn1c(=S)[nH]c2scc(-c3ccc(Oc4ccccc4)cc3)c2c1=O
-6	CO[C@H]1[C@H](NC(=O)c2ccsc2)c2ccccc2C12CCN(Cc1ccc3ncccc3c1)CC2
-3	Cc1ccccc1CS(=O)(=O)N1CCOCC1
-12	COc1cc(-c2nc(C=C3C(C)=Nc4ccccc43)c(O)o2)cc(OC)c1OC
16	O=C1NC(c2ccccc2)CCC1(Cl)Cl (configuration not stated)
0	COc1cc(CN2CCc3[nH]nc(-c4ccccc4)c3C2)cc2c1OCO2
7	COc1ccc(/C=C2\SC(=O)N(c3ccc(O)cc3)C2=O)cc1OC
-4	O=C(/C=C/c1ccco1)NN1CCOCC1
9	O=C(c1ccccc1)N1CCN(C(=O)c2cc3ccccc3oc2=O)CC1
-15	Cc1cc(F)ccc1S(=O)(=O)Nc1ccc2oc3c(c2c1)CC(C)CC3 (configuration not stated)
5	CCOc1ccc(CCNC(=O)c2c(C)oc3ncn(C)c(=O)c23)cc1
4	Cc1cc(C)c(-n2nnnc2SCC(=O)Nc2nccs2)c(C)c1
-14	CCN(CC)C(=O)c1cc(COc2ccc(C(C)=O)cc2OC)on1
5	Cc1cc(Cl)ccc1NC(=O)c1ccc(CN2CCCCC2)cc1
-1	CC(C)NC(=O)CSc1nc(-c2ccccc2)cc(-c2cccs2)c1C#N
5	CC(C)(C)NC(=O)CSc1nnc(NC(=O)Cn2cnc3ccccc3c2=O)s1
-3	COc1ccc(OC)c(-c2nnc3n(Cc4ccc(C)cc4)c(=O)c4ccccc4n23)c1
-4	Cc1ccc(Oc2ncccc2CNC(=O)CC2CCC(=O)N2)c(F)c1F (configuration not stated)
-4	CCC1=Nc2cc(C(=O)NCCc3ccccc3)ccc2Sc2ccc(Cl)cc21
8	O=C(CSC1=NC(=O)C(Cc2ccccc2)C(=O)N1c1ccccc1)Nc1nc2ccccc2s1 (configuration not stated)
-1	CCn1cc(C(=O)O)c(=O)c2cc(F)c(N3CCN(C(=O)c4ccc(C)cc4)CC3)cc21
-1	O=C(CCN1C(=O)c2ccccc2C1=O)NC1CCCCC1
-3	Cc1cccc(C)c1NC(=O)C1CCN(S(=O)(=O)N(C)C)CC1
2	CC(C)Oc1ccc(CNC(=O)c2sc3ncccc3c2-n2cccc2)cc1
3	O=C1CCCN1CCc1ccccc1
7	CCc1ccc(NC(=O)CCc2c(C)nc3nc(-c4cc(OC)cc(OC)c4)nn3c2C)cc1
-9	O=C(Nc1ccc(Cl)c(Cl)c1)c1ccccc1Cl
2	COc1ccc(C(=O)N=C2Cc3cc(Cl)ccc3OC2=O)cc1OC
-6	Cc1cccc(C)c1NC(=S)C(c1ccccc1)N1CCOCC1 (configuration not stated)
2	CCOCCCNC(=O)C(c1ccccc1)N1Cc2ccccc2C1=O (configuration not stated)
7	Cc1nn(-c2nnc(NC3CCCCCC3)nn2)c(C)c1Br
5	COC(=O)c1c(C)oc2ccc(N(C(C)=O)S(=O)(=O)c3ccc(C)cc3C)cc12

# Molecules shown so far containing a COOH group, in the order listed:
ROC1-CUL1 inh	smiles
4	CCOc1ccc(CCNCc2c(C(=O)O)n(Cc3ccc(C)cc3)c3cc(OC)ccc23)cc1
-4	O=C(O)c1cc2nc3c(c(C(F)(F)F)n2n1)CCc1ccccc1-3
-1	CCn1cc(C(=O)O)c(=O)c2cc(F)c(N3CCN(C(=O)c4ccc(C)cc4)CC3)cc21

# Carrying on.
ROC1-CUL1 inh	smiles
0	O=C(Nc1ccccc1C(F)(F)F)c1nn2c(c1Cl)NC(c1ccc(Br)cc1)CC2C(F)(F)F (configuration not stated)
-3	CN(C)CCS(=O)(=O)Cc1ccccc1
-10	Cc1ccc(C(=O)Cc2nnc(C)s2)cc1
5	O=C(Nc1cccc(C(=O)N2CCN(c3ccccc3F)CC2)c1)c1nsc2ccccc12
-1	CC(C)c1nc2ccc(C(=O)NCCCN3CCN(c4ccc(F)cc4)CC3)cc2o1
4	CCOC(=O)C1(CCOC)CCN(C(=O)C(c2ccccc2C)N(C)C)CC1 (configuration not stated)
-1	C=CCn1c(SCC(=O)c2ccccc2F)nc2sc(C)c(C)c2c1=O
-6	CCN(Cc1ccccc1)C(=O)CN1C(=O)COc2ccc(S(=O)(=O)N3CCOCC3)cc21
8	COc1ccc(-c2nsc(NC(=O)COc3ccc(C)c(C)c3)n2)cc1
1	O=C(Nc1ccccc1)c1ccc(-c2ccc(C(=O)Nc3ccccc3)cc2)cc1
13	O=C(/C=C/c1ccc(F)cc1)Nc1ccc(S(=O)(=O)Nc2cnc3ccccc3n2)cc1
4	CCCOC(=O)c1ccc(NC(=O)c2cc(Cl)c(OC)c(Cl)c2)cc1
-5	CCOc1ccc(CCNC(=O)c2cc3cccc4c3n2CCS4)cc1
-5	CCOC(=O)c1cccc(NC(=O)Cc2ccc(NC(=O)N3CCCCc4ccccc43)cc2)c1
-2	CCc1cccc(C)c1NC(=O)c1ccc2c(c1)CCN2S(=O)(=O)CC
-6	Cc1cc2c(c(=O)o1)C(c1cccc([N+](=O)[O-])c1)C(C#N)C(=N)O2 (configuration not stated)
4	COc1cccc(CNC(=O)c2cc(C)nc3c2c(C)nn3-c2ccc(C)cc2)c1
5	COc1cc(/C=C2/C(=O)N(c3ccccc3)N=C2C)ccc1OCC(=O)Nc1ccc(C)c(C)c1
11	CC/C(=N\NC(=O)CCC(=O)NCc1ccccc1)c1ccc(O)cc1
-4	CC1C(N2CCC(C(=O)NCCc3ccccc3)CC2)NS(=O)(=O)C1c1ccc(F)cc1 (configuration not stated)
-2	CCCN(CCC)CCCOC(=O)c1ccc(Cl)cc1Cl
-11	O=C(Nc1cccc(F)c1)N1CCN(Cc2ccc(Cl)cc2)CC1
3	O=C(O)Cc1cc(Cl)ccc1Sc1cccc(F)c1
-1	COCCC(=O)N1CCCC1C(=O)Nc1ccc(-c2cccc(F)c2)cc1 (configuration not stated)

# Some of the entries so far, comma-delimited.
Structure,ROC1-CUL1 inh
O=C(Nc1cccc(F)c1)N1CCN(Cc2ccc(Cl)cc2)CC1,-11
O=C(O)Cc1cc(Cl)ccc1Sc1cccc(F)c1,3

# Four compounds from above, arranged by SMILES length, falling:
ROC1-CUL1 inh	smiles
-4	CC1C(N2CCC(C(=O)NCCc3ccccc3)CC2)NS(=O)(=O)C1c1ccc(F)cc1 (configuration not stated)
-1	COCCC(=O)N1CCCC1C(=O)Nc1ccc(-c2cccc(F)c2)cc1 (configuration not stated)
-11	O=C(Nc1cccc(F)c1)N1CCN(Cc2ccc(Cl)cc2)CC1
-2	CCCN(CCC)CCCOC(=O)c1ccc(Cl)cc1Cl
